hcDAF12 agonist: H. contortus DAF-12 activation, primary screen. HEK293 hcDAF-12 lit1-tk-luc reporter, luminescence; 0% DMSO, 100% Δ7-dafachronic acid. 1.4% of 370,000 active. activation, % at 6.8 µM;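 active means activation above the mean of all tested compounds plus 3 SD, cut at about 5.5% in these data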;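 further: 100% = response to 3 µM Δ7-dafachronic acid high control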
PG9 Ab binder: PG9 antibody binding by small molecule | inhibition, % at 6.7 µM | TR-FRET gp120-PG9 antibody binding | AID 624416 | 0.43% of 360,000 active; in the data active means inhibition above about 8.5%
sPLA2-III inh: Inhibits HGIII-sPLA2 liposome hydrolysis, primary screen. Q9NZ20. QFRET BODIPY PC-A2 liposome hydrolysis, fluorescence. inhibition, % at 12.2 µM. 0.56% of 370,000 active. AID 743126;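 active means inhibition above mean plus 3 SD of compounds lying within the high and low control bounds, cut at about 19% in these data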;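 further: 0% = median of test compound wells and 100% = no enzyme DMSO wells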
Target sequence (Q9NZ20 whole entry, looked up): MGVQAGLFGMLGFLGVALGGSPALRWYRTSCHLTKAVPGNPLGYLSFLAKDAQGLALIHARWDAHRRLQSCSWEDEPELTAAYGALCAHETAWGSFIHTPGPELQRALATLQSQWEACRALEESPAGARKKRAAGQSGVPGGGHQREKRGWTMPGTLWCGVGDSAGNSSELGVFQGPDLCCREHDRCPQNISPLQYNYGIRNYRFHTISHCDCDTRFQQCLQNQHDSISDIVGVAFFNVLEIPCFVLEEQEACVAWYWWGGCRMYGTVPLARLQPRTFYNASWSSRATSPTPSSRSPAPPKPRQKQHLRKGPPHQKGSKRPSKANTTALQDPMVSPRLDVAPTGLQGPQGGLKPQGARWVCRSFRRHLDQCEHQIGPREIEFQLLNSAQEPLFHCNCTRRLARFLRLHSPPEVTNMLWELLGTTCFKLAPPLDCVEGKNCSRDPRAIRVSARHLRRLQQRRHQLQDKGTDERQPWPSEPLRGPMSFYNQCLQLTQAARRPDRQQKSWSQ
SMARCA2 activ: SMARCA2 function activation, primary screen; AID 652017; MG213 cells, MMTV-luciferase reporter, dexamethasone, overnight; activation, % at 9.1 µM; 1% of 370,000 active; in the data active means activation above about 7.8%;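 further: 0% = vehicle wells and 100% = reference activator wells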
ssDAF12 agonist: activators of S. stercoralis DAF-12 nuclear receptor; HEK293 ssDAF-12/GRIP1 lit1-tk-luc reporter, luminescence; % of 3 µM dafachronic acid response; activation, % at 6.8 µM; 1% of 370,000 active; AID 652126;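 active means activation above the mean over all tested compounds plus 3 SD, cut at about 0.9% in these data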;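 further: 0% = DMSO-only wells and 100% = 3 µM delta7-dafachronic acid wells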
NR1D1 modulator: Rev-erb alpha (human) modulation. Rev-erbα–FITC-DNA binding, fluorescence polarization, 90 min. 0.79% of 370,000 active. P20393. activity, % at 10 µM. AID 1259318;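 active means activity above about 14%, limit read from the data; passing the limit was not always enough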;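 further: 0% = DMSO wells with 35 nM protein and 100% = DMSO wells with 750 nM protein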
Target sequence (P20393 whole entry, looked up): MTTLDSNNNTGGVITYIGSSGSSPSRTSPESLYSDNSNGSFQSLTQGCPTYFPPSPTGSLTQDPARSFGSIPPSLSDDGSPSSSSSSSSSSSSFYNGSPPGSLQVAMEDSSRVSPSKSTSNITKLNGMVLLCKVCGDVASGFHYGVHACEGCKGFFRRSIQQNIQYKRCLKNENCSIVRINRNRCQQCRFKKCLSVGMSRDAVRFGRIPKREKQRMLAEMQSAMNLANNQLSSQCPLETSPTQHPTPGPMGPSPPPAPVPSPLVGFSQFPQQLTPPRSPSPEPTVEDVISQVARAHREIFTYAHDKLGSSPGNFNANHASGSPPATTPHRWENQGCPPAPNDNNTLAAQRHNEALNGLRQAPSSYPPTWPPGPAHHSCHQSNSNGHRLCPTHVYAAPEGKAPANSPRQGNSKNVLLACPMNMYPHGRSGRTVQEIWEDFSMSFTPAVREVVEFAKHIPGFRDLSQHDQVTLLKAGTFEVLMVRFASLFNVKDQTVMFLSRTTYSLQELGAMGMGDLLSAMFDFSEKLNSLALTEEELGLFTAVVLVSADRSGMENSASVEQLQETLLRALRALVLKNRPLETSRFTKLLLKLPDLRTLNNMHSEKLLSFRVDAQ
PLC-beta3 inh: blocks human PLC-beta3 enzyme activity; Q01970; Purified PLC-beta3, fluorogenic substrate, fluorescence; inhibition, % at 12.2 µM; 0.18% of 370,000 active; AID 720704; in the data active means inhibition above about 11%;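 further: 0% = median of compound wells on plate and 100% = full blocker control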
DAX1 inh-1: blocks DAX1 repression of SF-1 activated StAR promoter; HEK293T StAR-luciferase reporter, SF-1/DAX-1 repression relief; inhibition, % at 6.8 µM; 1.1% of 370,000 active; AID 652010;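 active means inhibition above the mean over all tested compounds plus 3 SD, cut at about 3.6% in these data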;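 further: 0% = DAX-1 cells with DMSO and 100% = cells lacking DAX-1 with DMSO; higher inhibition means more luminescence from relief of DAX-1 repression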
FXN GAA850 act: increases GAA850 frataxin promoter reporter activity; 0.56% of 360,000 active; HEK293 lucGAA850 FXN promoter luciferase reporter, 24 h; percent of 10 µM SAHA response; activation, % at 6 µM; AID 540364;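 active means activation above the average of all compounds screened plus 3 SD, cutoff fixed separately per campaign, cut at about 7.5% in these data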;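 further: 0% = DMSO wells and 100% = 10 µM SAHA wells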
DAX1 inh-2: inhibits human nuclear receptor DAX1. 0.99% of 340,000 active. AID 504766. HEK293 Gal4-DAX1 luciferase reporter, luminescence. P51843. inhibition, % at 6.75 µM;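 active means inhibition above the mean over all tested compounds plus 3 SD, cut at about 4.2% in these data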;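 further: 0% = DAX1-transfected cells with DMSO and 100% = empty-vector control cells with DMSO; inhibition shows as a rise in luminescence from relieved DAX1 repression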
hgDAF12 agonist: activates the H. glycines DAF-12 receptor ligand-binding domain | HEK293 GAL4-hgDAF12 UAS-luciferase reporter, agonist luminescence; normalized to butyrate control | 1.8% of 370,000 active | activation, % at 6.8 µM;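 active means activation above a cutoff set at the mean of all screened compounds plus 3 SD, cut at about 10% in these data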;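 further: 0% = DMSO wells and 100% = sodium butyrate wells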
Active calls of the source: *; i = inactive; · = no result given.

Values run as follows: DAX1 inh-1	ssDAF12 agonist	DAX1 inh-2	hcDAF12 agonist	SMARCA2 activ	NR1D1 modulator	sPLA2-III inh	FXN GAA850 act	PG9 Ab binder	hgDAF12 agonist	PLC-beta3 inh
> CC(C)Oc1ccc(C(CC(=O)N2CCOCC2)C(C)C)cc1 (configuration not stated)
    0.0	-1.1	1.4	-0.2	1	2	1	2.9	-1.2	0.9	-2
> CC(C)c1ccc(NC(=O)CCNC(=O)Cn2cnc3ccccc3c2=O)cc1
    0.2	-0.9	0.6	-0.5	-2	-5	1	-0.8	0.2	1.1	-5
> CCc1c(C)c2ccc(OCC(=O)OC)cc2oc1=O
    -0.2	-1.2	-0.8	0.5	1	-3	-6	-1.1	-1.5	-0.9	-93
> COc1ccc(CCNC(=O)Nc2ccccc2[N+](=O)[O-])cc1
    2.1	-1.1	·	0.9	5	-5	1	7.1	0.4	16*	0
> CCc1c(-c2cccc(Br)c2)ncn1Cc1cccc(-c2ccccc2)c1
    -1.1	-1.1	·	-2.4	-3	1	1	·	-3.9	2.2	5
> COc1ccc(C(=O)NC2CCCCCCC2)cc1OC
    0.5	-1.3	2.6	0.3	4	-7	1	2.2	-2.1	1.9	-1
> COc1ccc(C(=O)N2CCN(c3nc(C4CC4)nc4sc(C)c(C)c34)CC2)cc1
    -0.4	-1.5	1.4	-3.1	-3	-4	-5	-1.1	-3.0	-1.5	-5
> COc1ccc2c(c1)C(CC(=O)NN)CCC2 (configuration not stated)
    0.9	-1.1	0.9	0.1	-2	8	-12	-2.2	1.5	-1.6	-7
> CC(=O)c1cn(CC(=O)Nc2ccccc2C(F)(F)F)c2ccccc12
    -0.4	-2.1	-2.9	-2.0	-3	-3	-1	-0.4	-0.5	-3.5	-6
> O=C1CCCN1CC(CN1CCOCC1)Sc1nc2ccccc2c(=O)n1-c1ccccc1 (configuration not stated)
    -0.5	-1.0	0.0	-2.8	1	-3	6	1.7	0.1	-2.4	3
> O=[N+]([O-])c1ccccc1SNc1ccccc1
    0.1	-1.1	1.2	-1.0	0	1	5	1.5	-1.0	3.0	-5
> CC(=O)Nc1nn(C)c2nc3cc(C)ccc3cc12
    -0.1	-1.1	0.0	-1.5	1	-3	8	-0.3	-6.9	0.2	i
> CC1CCCC(NC(=O)CN2C(=O)NC(c3ccccc3)(c3ccccc3)C2=O)C1C (configuration not stated)
    1.5	-0.7	2.5	-0.3	2	2	0	-0.6	-0.1	1.8	1
> CCOc1ccc(N(CC(=O)Nc2cccc(C)c2C)S(=O)(=O)c2c(C)[nH]c(=O)[nH]c2=O)cc1
    -0.1	-1.0	3.3	0.1	0	-1	-13	0.5	-0.7	0.8	-9
> CC(=O)NNC(=O)N1Cc2ccccc2Oc2ccc(Cl)cc21
    0.3	-1.2	0.6	-0.4	1	-5	2	0.7	-1.6	-3.2	2
> CCc1nnc(N/N=C/c2ccccc2F)n1N
    -4.7	-1.7	-0.5	-0.9	-10	5	1	2.0	0.1	-9.8	1
> CCc1noc(C)c1C(=O)N1CCCC(Nc2cccc(F)c2)C1 (configuration not stated)
    0.4	-1.4	0.1	1.6	-1	-5	-1	-0.5	-0.7	2.2	2
> COc1ccccc1NC(=O)Nc1ccc(C(=O)N2CCCCC2)cc1
    2.2	0.1	-0.9	1.4	8	1	-11	6.4	-0.2	14*	-3
> CCN(CC(=O)Nc1ccc(OC)cc1)C(=O)c1ccc(OCc2c(C)noc2C)cc1
    -2.4	-1.0	-0.2	-0.9	-1	0	-2	0.8	1.3	-2.2	-2
> CCCn1c(N)c(C(=O)CSc2nc3ccccc3c(=O)n2-c2ccc(OC)cc2)c(=O)[nH]c1=O
    0.4	-1.6	0.3	0.8	6	-8	2	0.1	-1.1	1.1	2
> CCOc1cc(CNc2ccc3c(c2)OCCO3)cc(Br)c1OC
    -1.5	-2.6	-2.2	-5.0	-6	4	12	-14	-0.8	-11	-8
> COc1ccc(CN2CCCN(S(=O)(=O)c3ccc(Br)cc3)CC2)cc1
    -0.3	0.4	-0.6	3.4	-2	4	-2	1.5	-2.1	0.1	-6
> CCOc1ccccc1CNn1cnnc1SCC(=O)NC(C)(C)C
    0.1	-1.6	0.3	0.0	-2	-7	8	-1.6	0.1	-2.9	9
> O=C(CSc1nnc(-c2ccccc2Br)o1)Nc1cccc2ccccc12
    -0.9	-0.3	-0.6	-1.8	-2	-3	1	1.8	-1.3	-1.6	2
> Fc1ccc(N2CCN(c3nc(-c4ccco4)cc(C(F)(F)F)n3)CC2)cc1
    -0.2	-1.2	0.1	2.4	-2	4	3	0.3	1.3	-0.4	2
> CCOC(=O)c1sc(N)c(C#N)c1CSc1nc2ccc(OCC)cc2[nH]1
    -0.9	-1.4	1.2	-2.2	-7	9	-15	0.5	-1.0	-5.3	7
> COC(=O)COc1cccc(NC(=O)c2ccc(C)cc2)c1
    0.1	-1.1	-1.1	-1.9	-1	0	-3	0.1	-0.6	4.4	1
> CC(=O)Oc1ccc2c(C)c(CC(=O)N3CCN(C(=O)C4COc5ccccc5O4)CC3)c(=O)oc2c1C (configuration not stated)
    -3.5	-1.2	-0.1	-0.6	5	-13	-9	0.3	-0.6	-2.3	i
> CCn1c(SCC(=O)Nc2ccc(S(N)(=O)=O)cc2)nnc1-c1ccccc1OC
    -0.3	-0.2	-1.3	0.6	1	-2	3	-1.5	-0.8	-0.4	-3
> O=C(CCc1ccc(S(=O)(=O)N2CCOCC2)cc1)OCC(=O)c1ccccc1F
    -0.2	-0.9	0.4	0.9	0	-2	-29	-0.2	-1.8	-0.3	4

Some of these compounds in order of the PLC-beta3 inh value, smallest number first.
Structure	DAX1 inh-1	ssDAF12 agonist	DAX1 inh-2	hcDAF12 agonist	SMARCA2 activ	NR1D1 modulator	sPLA2-III inh	PG9 Ab binder	PLC-beta3 inh
COc1ccc2c(c1)C(CC(=O)NN)CCC2 (configuration not stated)	0.9	-1.1	0.9	0.1	-2	8	-12	1.5	-7
CC(=O)c1cn(CC(=O)Nc2ccccc2C(F)(F)F)c2ccccc12	-0.4	-2.1	-2.9	-2.0	-3	-3	-1	-0.5	-6
CCc1nnc(N/N=C/c2ccccc2F)n1N	-4.7	-1.7	-0.5	-0.9	-10	5	1	0.1	1
CCCn1c(N)c(C(=O)CSc2nc3ccccc3c(=O)n2-c2ccc(OC)cc2)c(=O)[nH]c1=O	0.4	-1.6	0.3	0.8	6	-8	2	-1.1	2

More results.
Values run as follows: DAX1 inh-1	ssDAF12 agonist	DAX1 inh-2	hcDAF12 agonist	SMARCA2 activ	NR1D1 modulator	sPLA2-III inh	FXN GAA850 act	PG9 Ab binder	hgDAF12 agonist	PLC-beta3 inh
> Cc1ccc(-c2cnc(NC(=O)CCC(=O)N(C)Cc3ccccc3)n2C)cc1
    -0.5	-1.0	4.0	-1.3	-2	-2	10	0.8	0.8	0.0	-4
> CC(C)(C)c1nc(SCC(=O)c2ccccc2)c2ccccc2n1
    -0.2	-0.7	3.1	1.0	4	8	-14	1.5	1.8	8.9	-18
> NC(=O)CSc1nnc2n(N)c(=O)c3ccccc3n12
    -0.3	-1.1	1.6	-1.0	-3	-6	0	2.4	-1.5	0.2	-11
> Cc1ccc(S(=O)(=O)N2CCOCC2)cc1C(=O)OC(C)C(=O)NC1CCCC1 (configuration not stated)
    -0.8	-0.4	0.8	-0.5	-1	-7	11	0.9	1.0	0.1	-8
> CC(C)CCSc1nc2ccccc2[nH]1
    1.7	-0.9	3.8	1.5	5	·	2	3.4	-0.4	13*	-6
> O=S(=O)(c1cccc2cccnc12)n1cnc2ccccc21
    0.6	-1.3	-0.4	-0.7	0	-1	7	0.7	3.0	-0.6	1
> CC(=NNC(=S)N1CCCCCC1)c1cccc2cccnc12
    -0.5	-0.6	-0.6	1.5	-1	-4	-2	-0.8	0.8	2.5	-12
> O=C(CNC(=O)c1cc(Cl)cc([N+](=O)[O-])c1)OCC(=O)N1CCCCC1
    0.9	-1.1	-0.7	0.4	-4	13	0	-0.6	-1.0	-4.0	-2
> CCOc1ccc(NC(=S)Nc2ccc(C)c([N+](=O)[O-])c2)cc1
    -0.4	-1.0	0.2	0.0	0	-2	12	-1.6	-2.1	-0.4	-1
> O=C(C1CCCN(c2ncnc3c2nc2n3CCCCC2)C1)N1CCN(c2ccccc2F)CC1 (configuration not stated)
    0.1	-1.5	-0.6	2.6	-3	6	0	3.3	3.2	2.0	-10
> OC(CNC1CCCC1)COc1ccccc1Br (configuration not stated)
    -0.3	-1.1	-0.8	-2.6	-2	-3	-1	0.1	-0.6	-0.8	2
> Cc1cc(C)n(-c2nncc(-c3ccccc3)n2)n1
    0.0	-0.8	2.7	0.0	4	-1	9	-0.6	-0.7	1.0	-1
> COc1ccc(S(=O)(=O)N2CCCCC2)cc1NC(=O)C1CCCC1
    -0.6	-0.5	-0.5	-2.8	-2	4	0	2.4	0.3	-1.5	-4
> CNC(=O)c1cc(NC(=O)N(CCC#N)CCN(C(=O)NC(Cc2ccccc2)C(=O)NC(CC(C)C)C(=O)NC)c2ccccc2)ccc1OC (configuration not stated)
    -0.2	-0.4	0.4	0.2	-3	-2	3	-1.2	1.7	2.5	-4
> Cc1c(C)c2ccc(OC(C)C(=O)NC3CCN(Cc4ccccc4)CC3)cc2oc1=O (configuration not stated)
    -0.2	-1.2	-0.7	-0.3	-2	1	-8	-2.1	-0.1	0.4	-98
> COc1cc(/C=N/n2nnnc2N)ccc1OC(C)C
    -0.1	-1.6	-0.1	-0.9	-1	7	-1	6.0	-1.4	-2.6	-44
> O=c1cc(N2CCCCC2)nc2n1CCCS2
    0.0	-1.4	0.3	0.5	-2	-4	0	1.4	2.5	2.1	-1
> Cc1ccc(NS(=O)(=O)c2ccc(CCC(=O)N3CCOCC3)cc2)cc1
    -1.4	-1.5	-1.1	-0.9	1	0	-8	-1.0	-0.5	-2.0	5
> CCOC(=O)C1(CCOc2ccccc2)CCN(Cc2cccn2-c2cccnc2)CC1
    -1.3	-2.1	-3.4	-3.1	-2	-2	-16	-3.2	0.2	-0.3	5
> O=c1[nH]c(/C(Cl)=C/c2cc(Cl)ccc2O)nc2cc(Cl)ccc12
    -1.1	-1.7	-1.5	-2.4	-3	-4	-9	-0.2	1.4	-2.6	-71
> O=C(/C=C/c1cccc([N+](=O)[O-])c1)NCCSCc1ccco1
    -0.4	-1.4	0.4	-1.1	0	1	-10	1.6	1.4	-0.8	-3
> CCN(CC)CCn1cnc2c([nH]c3cccc(OC)c32)c1=O
    1.3	-0.9	-0.9	-1.9	4	0	1	1.2	0.7	2.7	-387
> Cc1ccccc1C(=O)OCC(=O)NCC1COc2ccccc2O1 (configuration not stated)
    0.2	-0.7	0.1	0.5	3	-5	5	-0.9	-1.4	-2.2	-7
> O=C(CN1CCCN(S(=O)(=O)c2ccc(F)cc2)CC1)Nc1ccccc1Br
    -1.6	-1.3	0.9	-1.9	-2	8	-19	1.4	-0.1	-0.5	1
> CC(C)(C)c1ccc(S(=O)(=O)N2CCN(C(=O)c3ccc4c(c3)C(=O)N(Cc3ccncc3)C4=O)CC2)cc1
    0.1	-1.4	1.4	-1.4	0	-6	4	1.6	2.4	-0.6	-2

No enrichment for hits. Share with any hit: about 7%.
